Screens from PubChem.
FBPA coupling cs: counter-screen for Giardia aldolase inhibitors: coupling enzyme system; AID 2472; coupling enzyme system counterscreen, AmpLite Red fluorescence; activity change, negative = inhibition, % at 58.2 µM, hits read low; actives 0.67% (n = 290,000); in the data active = activity change below about -30%; note: % is set by controls: 0 for no effect and ±100 for the full control effect
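Counterscreen of the coupled detection system alone, without aldolase: glyceraldehyde-3-phosphate coupling enzymes plus AmpLite Red readout. Compounds at 57.5 uM final, 10 min RT preincubation, 20 min RT reaction, fluorescence 525/598 nm.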
CXXC DNA block: blocks binding of human MLL CXXC domain to DNA. Q03164. MLL-CXXC / FITC-HOXA9 DNA fluorescence polarization. Potency, µM (doses to about 115 µM), for inactives: top-dose activity change, negative = inhibition, hits mostly inhibitors. actives 0.037% (n = 290,000); active = well fitted inhibition curve with a large enough effect in the polarisation, with a control signal flat, not every such curve was filed as active; inconclusive = small, poorly fitted or top-dose-only effect, or effect the other way, or a change in a side signal; inactive = no such curve, though single readings can be large or run the other way; the % refers to the polarisation; note: potency is the fitted concentration of half-maximal effect
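Purified MLL-CXXC (added from a 7 uM solution) was preincubated 5 min at ambient with pinned compounds in 50 mM Tris-HCl pH 7.5, 50 mM NaCl, 1 mM DTT, 0.05% BSA. Fluorescein-labeled HOX-A9 DNA (50 nM solution) followed, 30 min, then polarization read.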
ASM inhibitor: inhibitors of human secretory acid sphingomyelinase. Potency, µM (top dose mostly 57.5 µM), for the others: at the highest dose activity change, negative = inhibition, hits mostly inhibitors. placental ASM, HMU-PC fluorogenic substrate, 60 min. P17405. actives 0.006% (n = 340,000); note: potency is the fitted concentration of half-maximal effect
Target sequence (P17405 47-631 limits assumed): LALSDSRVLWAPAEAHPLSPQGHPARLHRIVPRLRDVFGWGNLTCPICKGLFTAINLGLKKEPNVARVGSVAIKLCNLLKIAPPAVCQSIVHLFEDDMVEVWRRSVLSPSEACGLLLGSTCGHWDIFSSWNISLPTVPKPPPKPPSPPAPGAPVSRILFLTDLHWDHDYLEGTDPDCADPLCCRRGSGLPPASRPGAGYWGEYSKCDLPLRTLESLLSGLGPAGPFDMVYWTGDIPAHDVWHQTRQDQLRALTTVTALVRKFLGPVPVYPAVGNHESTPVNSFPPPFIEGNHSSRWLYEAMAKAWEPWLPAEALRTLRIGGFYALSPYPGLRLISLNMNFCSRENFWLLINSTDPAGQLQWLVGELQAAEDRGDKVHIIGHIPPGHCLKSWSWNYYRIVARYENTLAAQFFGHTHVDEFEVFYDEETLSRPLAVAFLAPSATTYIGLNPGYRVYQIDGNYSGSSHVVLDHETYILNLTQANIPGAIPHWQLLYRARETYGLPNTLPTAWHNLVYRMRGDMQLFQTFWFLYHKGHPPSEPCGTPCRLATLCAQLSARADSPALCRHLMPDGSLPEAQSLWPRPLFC
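Fluorogenic HMU-PC substrate (9 uM final) is turned over by placental ASM in 60 min at 37 C after a 10 min compound preincubation. Reaction ended by alkaline stop (pH 10), with fluorescence read at 386/447 nm.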
Integrin act MD: integrin-mediated muscular dystrophy alleviation activation; alpha7betagal myoblasts, beta-gal FDG fluorescence, 48 h; Potency, µM (top dose mostly 38.3 µM), for inactives: at the highest dose activation, most hits filed as activators; actives 0.064% (n = 350,000); AID 624291;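 note: potency is the fitted concentration of half-maximal effect; 100% = response of the positive control SU9516; nearly all actives have a fitted effect of over 60% in size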
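alpha7betagal+/- myoblasts (passage 13, 250/well) treated 48 h at 37C with compounds at 1:260 dilution of DMSO stock. Lysed, then beta-galactosidase activity read as FDG fluorescence (ex 480/em 540) after 30 min, with pre-read for autofluorescence.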
GALK inhibitor: galactokinase (human) inhibition; P51570; Purified GALK, Kinase-Glo residual ATP luminescence; Potency, µM (series often up to 57.5 µM), inactives show at the top dose activity change, negative = inhibition, most hits filed as inhibitors; actives 0.007% (n = 270,000); AID 1868; note: potency is the fitted concentration of half-maximal effect; % is set by controls: 0 for no effect and ±100 for the full control effect
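ATP-depletion format; final 35 uM ATP, 100 uM D-galactose, 5 nM enzyme; pH 8.0 HEPES/Mg2+ buffer; 60 min RT; luminescence read 10 min after detection reagent.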
KCNH2 3.1 block: blocks the human KCNH2 3.1 channel isoform. U2OS KCNH2 3.1, thallium flux FluxOr; stronger effect = lower value. activity change, % (tested at about 1.8 µM). actives 0.95% (n = 340,000);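 active = maximum activity change below -70%; inconclusive = maximum activity change from -70% to -50%; inactive = maximum activity change above -50%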;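 note: thallium influx rate constant from kinetic fluorescence after stimulation buffer; % is set by controls: 0 for no effect and ±100 for the full control effect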
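Thallium flux via FluxOr fluorescence (Red40 quencher, 45 min loading) in U2OS cells virally expressing the KCNH2 3.1 isoform (1.77 x 10^8 /mL virus, overnight at 37 C). Rate constants from 2-min kinetic reads post-stimulation, normalised to positive and negative controls.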
hERG WT inh: inhibitors of human wildtype KCNH2 potassium channel. Q12809. U2OS, BacMam KCNH2, thallium flux FluxOr; stronger effect = lower value. activity change, % at 1.84 µM. actives 0.37% (n = 340,000). AID 720551;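 active = maximum activity change below -70%; inconclusive = maximum activity change between -70% and -50%; inactive = maximum activity change above -50%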; note: % is set by controls: 0 for no effect and ±100 for the full control effect
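U2OS cells were transduced with wild-type KCNH2 virus (2.03 x 10^8 / mL) for 4 h at room temperature, then cultured overnight at 37 C. Thallium flux was read with FluxOr dye. Rate constants were normalized to DMSO controls.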
TRPV1 ag: agonists of human vanilloid receptor 1 (TRPV1). AID 540275. actives 0.19% (n = 320,000). TRPV1-expressing cells, Fluo-8 calcium influx, agonist mode. Q8NER1. activation, % at 8.33 µM; in the data active = activation above about 80%; inconclusive = between about 30% and that limit; note: 0% is about no effect
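Fluo-8 calcium influx in TRPV1-expressing cells, kinetic read (ex 480/em 520 nm). Compound added and read 3 min for agonist activity, followed by capsaicin at EC20 final and 2 min further read for enhancement.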
MBNL1-CUG inh: MBNL1-poly(CUG) RNA binding inhibition. TR-FRET MBNL1-His/biotin-(CUG)12 binding, 665/545 ratio. Potency, µM (top dose mostly 57.5 µM), inactives show at the top dose activity change, negative = inhibition, most hits filed as inhibitors. actives 0.036% (n = 280,000). AID 2675; active = well fitted inhibition curve with a large enough effect in the signal ratio, with a control signal flat, not every such curve was filed as active; inconclusive = small, poorly fitted or top-dose-only effect, or effect the other way, or a change in a side signal; inactive = no such curve, though single readings can be large or run the other way; the % refers to the signal ratio; note: potency is the fitted concentration of half-maximal effect; % is set by controls: 0 for no effect and ±100 for the full control effect
Target sequence (Q9NR56 whole entry, looked up): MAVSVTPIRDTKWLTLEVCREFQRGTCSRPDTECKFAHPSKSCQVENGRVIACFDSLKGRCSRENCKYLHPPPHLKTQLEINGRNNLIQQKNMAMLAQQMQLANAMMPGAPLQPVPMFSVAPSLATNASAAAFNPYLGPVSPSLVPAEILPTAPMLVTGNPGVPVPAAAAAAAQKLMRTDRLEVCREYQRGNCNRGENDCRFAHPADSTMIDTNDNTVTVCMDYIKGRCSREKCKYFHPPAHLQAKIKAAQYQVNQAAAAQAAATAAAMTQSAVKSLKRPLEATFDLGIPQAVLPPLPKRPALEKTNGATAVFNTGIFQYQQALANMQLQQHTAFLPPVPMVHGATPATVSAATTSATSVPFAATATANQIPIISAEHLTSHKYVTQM
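Ratiometric TR-FRET (665 over 545 nm, excitation 340 nm) tracks disruption of MBNL1-His/biotin-(CUG)12 complex after 60 min at room temperature, with compounds at 92 nM to 58 uM final.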
A-T KAP1 phos: potential ataxia-telangiectasia treatments restoring KAP-1 phosphorylation. […] A-T fibroblasts, KAP-1 phosphorylation AlphaLISA; neocarzinostatin DNA damage 30 min before lysis. Potency, µM (highest dose often 57.5 µM), for inactives: at the top dose activation, actives largely listed as activators. actives 0.19% (n = 320,000); note: potency is the fitted concentration of half-maximal effect; % of control where 0% means no effect; nearly all actives have a fitted effect of over 45% in size
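ATM-like activity read as KAP-1 phosphorylation via AlphaLISA donor/acceptor antibody pairs after lysis and 6 hr at 25C. Cells were ATM-null patient fibroblasts ([…], hTERT), dosed 60 min, then exposed to the DSB inducer NCS for 30 min.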
The depositor's hits bear a star; ? = inconclusive; nt = not tested or not shown; [ ] = dose if it differs, or a comment. Unless noted, calls come from the whole dose curve; as a rule, active = well fitted curve in the direction sought with a large enough effect; inconclusive = small, poorly fitted or top-dose-only effect, or another doubt; inactive = no such curve, though single readings can be large; an effect the other way counts as inactive or inconclusive. Outcome played no part in choosing rows; 2% or so of the library scored in one or more.

SMILES	FBPA coupling cs	CXXC DNA block	ASM inhibitor	Integrin act MD	GALK inhibitor	KCNH2 3.1 block	hERG WT inh	TRPV1 ag	MBNL1-CUG inh	A-T KAP1 phos
O=C(NNC(=O)c1cccc2ccccc12)c1ccc(Cl)c(Cl)c1	nt	nt	-12%	15%	nt	-1	-7	nt	nt	nt
CSCCC(NC(=O)c1ccccc1)C(=O)O (configuration not stated)	0	7%	8%	0%	0%	-11	5	-1	0%	2%
CCN(CC)S(=O)(=O)c1ccc(Cl)c(C(=O)NC(C)C(c2cccs2)N2CCCC2)c1 (configuration not stated)	1	4%	7%	-6%	13%	-2	4	26	3%	-3%
Cc1nc2c(ccc3nc(NC(=O)Cc4cccc5ccccc45)sc32)s1	-3	6%	-16%	-9%	nt	-2	4	6	-12%	5%
Cc1nnc(SCC(=O)Nc2cccc(C(F)(F)F)c2)n1Cc1ccco1	2	-2%	0%	-18%	0%	5	-7	-1	-12%	23%
c1ccc(Oc2ccc(-c3ccnc4nc(N5CCN(c6ccccc6)CC5)nn34)cc2)cc1	-2	12%	-24%	-7%	-2%	15	3	3	-5%	-8%
Cc1cc(=O)n2nc(N3CCCC(C(=O)NCc4ccccc4Br)C3)sc2n1 (configuration not stated)	nt	0%	0%	?	1%	6	0	0	0%	-14%
CC(C)CCNC(=O)CN(C(=O)CCC(=O)Nc1nccs1)C1CCCCC1	-1	13%	0%	6%	8%	-13	-15	-1	-1%	1%
C/C(=N/NS(=O)(=O)c1ccc(Br)cc1)c1c[nH]c2ccccc12	nt	-2%	-4%	20%	2%	-5	-2	-1	-1%	8%
O=C(CCc1ccccc1)NCC1OCCc2ccccc21 (configuration not stated)	-1	-13%	-1%	36%	1%	5	-6	6	-1%	2%
COc1ccc(S(=O)(=O)Nc2cccc(-c3ccc4nncn4n3)c2)cc1	nt	nt	1%	0%	nt	7	-7	-6	nt	-12%
C/C(CC(=O)Nc1cccnc1)=N\NC(=O)C(=O)Nc1cccc(C)c1	1	-3%	8%	0%	2%	-12	12	0	-13%	1%
CCOC(=O)C1=C(C)NC(SCC(N)=O)=C(C#N)C1c1cccs1 (configuration not stated)	-2	12%	6%	-3%	-1%	-7	7	-1	4%	16%
Cc1cc(NC(=O)C(C)C)ncc1NC(=O)CCc1ccccc1	-1	-10%	0%	-9%	0%	2	-4	-3	-2%	-7%
O=C(Nc1ccccc1N1CCOCC1)c1ccc(S(=O)(=O)NCc2ccco2)cc1	-9	-9%	-2%	0%	6%	-9	-11	4	-11%	9%
COc1ccc2c(c1O)-c1ccccc1CCN(C)C2	2	16%	-4%	-3%	1%	1	2	0	-13%	0%
Cc1cccc(N2CC(C(=O)O)CC2=O)c1C (configuration not stated)	-11	-3%	-4%	-1%	1%	9	-9	-2	-13%	17%
O=C(CCc1nc2ccccc2c(=O)[nH]1)NCc1cccc(Cl)c1	-1	2%	2%	-17%	-1%	-2	-15	-3	0%	1%
CC(C)c1cccc(C(C)C)c1OC(=O)[C@H]1OC(C(C)(C)C)=C[C@@H]1c1ccccc1	nt	nt	-5%	14%	nt	13	3	?	nt	7%
CCNC(=S)N(Cc1cc2cc(C)c(C)cc2[nH]c1=O)C1CCCC1	5	-5%	-1%	10%	0%	-9	5	-1	8%	1%
O=C(CCNC(=O)c1ccccc1)Nc1ccc(Cl)c(S(=O)(=O)N2CCCCC2)c1	nt	nt	-6%	-1%	nt	-4	9	nt	nt	-3%
COc1ccc(NS(=O)(=O)c2cccc(NC(=O)C34CCC(CC3)C4)c2)cc1	0	?	-1%	-35%	0%	nt	10	10	nt	-6%
CCN(CC)S(=O)(=O)c1cc(C)c(C)cc1OCC(=O)NC1CCCC1	nt	22%	-3%	1%	5%	7	-6	?	1%	10%
COc1ccc(-c2ccc(C#N)c(SCC(=O)NCCc3ccccc3)n2)cc1OC	2	5%	nt	0%	-3%	-11	-1	0	15%	5%
CC(C)C(C)NC(=O)CSc1nnc(-c2c[nH]c3ccccc23)o1 (configuration not stated)	0	9%	0%	-31%	2%	-18	-5	0	-6%	-1%
Cc1cccc2nc(C(F)(F)F)nc(=O)n12	0	6%	4%	1%	-1%	4	2	14	-7%	-3%
C/[N+]([O-])=C1\Cc2ccccc2C1=O	-4	0%	-2%	-25%	3%	-15	8	-1	?	5%
CCc1ccc(C(=O)COC(=O)CNC(=O)Cc2ccccc2)cc1	1	2%	-3%	18%	-6%	3	-9	12	-9%	-2%
CCOc1ccccc1NC(=O)CCS(=O)(=O)c1cccc2nonc12	0	6%	-1%	-37%	1%	8	-4	3	?	3%
Oc1ccccc1NCC(O)Cn1ccc2ccccc21 (configuration not stated)	2	21%	-6%	-42%[7.66 µM]	3%	12	8	-4	-1%	5%

In a second layout: entries from further up
canonical_smiles | FBPA coupling cs | CXXC DNA block | ASM inhibitor | Integrin act MD | GALK inhibitor | KCNH2 3.1 block | hERG WT inh | TRPV1 ag | MBNL1-CUG inh | A-T KAP1 phos
O=C(NNC(=O)c1cccc2ccccc12)c1ccc(Cl)c(Cl)c1 | nt | nt | -12% | 15% | nt | -1 | -7 | nt | nt | nt
CSCCC(NC(=O)c1ccccc1)C(=O)O (configuration not stated) | 0 | 7% | 8% | 0% | 0% | -11 | 5 | -1 | 0% | 2%
CCN(CC)S(=O)(=O)c1ccc(Cl)c(C(=O)NC(C)C(c2cccs2)N2CCCC2)c1 (configuration not stated) | 1 | 4% | 7% | -6% | 13% | -2 | 4 | 26 | 3% | -3%
Cc1nc2c(ccc3nc(NC(=O)Cc4cccc5ccccc45)sc32)s1 | -3 | 6% | -16% | -9% | nt | -2 | 4 | 6 | -12% | 5%
Cc1nnc(SCC(=O)Nc2cccc(C(F)(F)F)c2)n1Cc1ccco1 | 2 | -2% | 0% | -18% | 0% | 5 | -7 | -1 | -12% | 23%
c1ccc(Oc2ccc(-c3ccnc4nc(N5CCN(c6ccccc6)CC5)nn34)cc2)cc1 | -2 | 12% | -24% | -7% | -2% | 15 | 3 | 3 | -5% | -8%
Cc1cc(=O)n2nc(N3CCCC(C(=O)NCc4ccccc4Br)C3)sc2n1 (configuration not stated) | nt | 0% | 0% | ? | 1% | 6 | 0 | 0 | 0% | -14%
CC(C)CCNC(=O)CN(C(=O)CCC(=O)Nc1nccs1)C1CCCCC1 | -1 | 13% | 0% | 6% | 8% | -13 | -15 | -1 | -1% | 1%

(more compounds)
SMILES	FBPA coupling cs	CXXC DNA block	ASM inhibitor	Integrin act MD	GALK inhibitor	KCNH2 3.1 block	hERG WT inh	TRPV1 ag	MBNL1-CUG inh	A-T KAP1 phos
CCCN1CNc2c(c(=O)[nH]c(=S)n2-c2ccccc2Cl)C1	1	-6%	3%	-1%	-2%	-5	7	4	-6%	-7%
CCCCN1C(=O)N(C)C2C1N(C)C(=O)N2CCCC (configuration not stated)	-1	1%	1%	-25%	-2%	0	6	0	6%	-5%
Cn1c(SCC(N)=O)nnc1C1CCN(C(=O)NC2CCCCC2)CC1	4	1%	-2%	6%	2%	3	2	-3	-2%	9%
CCOC(=O)C1=C(c2ccccc2)NC(SC)=C(C#N)C1c1cccnc1 (configuration not stated)	1	13%	4%	10%	3%	?	0	9	8%	-4%
c1ccc(Oc2cccc(NC3=NCCC3)c2)cc1	3	2%	5%	4%	3%	-16	-14	4	-7%	2%
CCCCNC(=O)N1CCN(Cc2ccc(F)cc2)CC1	6	-14%	5%	1%	-2%	-13	-3	19	2%	3%
C=C(C)c1cccc(C(C)(C)NC(=O)Nc2nncs2)c1	-1	15%	11%	1%	-2%	27	-4	-3	nt	0%
CC(=NCCCn1ccnc1)c1c(C)[nH]n(-c2ccc([N+](=O)[O-])cc2)c1=O	4	11%	-5%	-8%	12%	4	4	0	?	-4%
O=C(Nc1ccc(F)cc1)c1cc2ccccc2o1	-8	5%	-1%	?	5%	-20	-7	98*	27%	-2%
COc1ccc(S(=O)(=O)NC(C)C(=O)NCc2cccnc2)cc1Cl (configuration not stated)	0	3%	-1%	20%	-1%	-5	-8	0	-3%	-3%
